# Source: PubChem
# TRPC6 act – mouse TRPC6 channel activation | Q61143 | HEK293-TRPC6 membrane potential dye fluorescence; hits give high values | B-score at 10 µM | hit rate 0.13% among 310,000;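 active = B-score of the integrated fluorescence ratio above library mean plus 3 SD, and starting fluorescence ratio within library mean plus 5 SD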;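 note: higher score means more depolarization so channel activation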
# TRPC4 agonist – activators of mouse TRPC4 channel | Q9QUQ5 | HEK293 TRPC4beta/mu-opioid, Fluo4 calcium fluorescence; hits give high values | B-score at 10 µM | hit rate 0.49% among 310,000 | AID 2237;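 active = B-score above 5 SD of library B-scores, and initial fluorescence ratio not above library mean plus 5 SD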;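 note: positive B-score marks a calcium rise read as TRPC4 activation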
# Target sequence (Q9QUQ5 whole entry, looked up): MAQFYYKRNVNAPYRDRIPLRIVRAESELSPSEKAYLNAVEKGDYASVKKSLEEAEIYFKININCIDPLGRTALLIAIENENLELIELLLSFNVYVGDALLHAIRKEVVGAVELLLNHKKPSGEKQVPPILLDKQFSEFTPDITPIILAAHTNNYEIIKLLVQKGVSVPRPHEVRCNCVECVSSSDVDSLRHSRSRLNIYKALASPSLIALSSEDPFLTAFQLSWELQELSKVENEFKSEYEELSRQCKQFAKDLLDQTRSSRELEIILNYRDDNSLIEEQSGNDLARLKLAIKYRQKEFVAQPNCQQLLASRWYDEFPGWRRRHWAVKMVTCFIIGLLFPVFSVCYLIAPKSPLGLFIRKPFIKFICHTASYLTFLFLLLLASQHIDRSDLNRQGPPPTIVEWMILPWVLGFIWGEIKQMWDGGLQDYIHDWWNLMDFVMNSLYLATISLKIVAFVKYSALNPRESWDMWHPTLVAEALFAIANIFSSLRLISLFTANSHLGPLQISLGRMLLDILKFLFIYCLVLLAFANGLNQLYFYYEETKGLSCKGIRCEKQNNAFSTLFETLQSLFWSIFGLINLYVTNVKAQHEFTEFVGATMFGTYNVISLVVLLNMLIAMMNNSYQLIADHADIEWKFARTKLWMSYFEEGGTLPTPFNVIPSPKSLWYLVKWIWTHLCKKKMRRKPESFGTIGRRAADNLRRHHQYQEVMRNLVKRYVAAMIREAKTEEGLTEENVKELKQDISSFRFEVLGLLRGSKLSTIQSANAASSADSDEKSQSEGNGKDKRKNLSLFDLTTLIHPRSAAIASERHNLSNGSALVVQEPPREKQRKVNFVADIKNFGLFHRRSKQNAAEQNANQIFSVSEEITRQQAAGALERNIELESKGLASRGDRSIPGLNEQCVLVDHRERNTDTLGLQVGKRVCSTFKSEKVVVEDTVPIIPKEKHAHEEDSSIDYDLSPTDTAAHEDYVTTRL
#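 Incubation: 45 min room-temperature Fluo4 loading, 110 s read / System: HEK293 cells stably co-expressing mouse TRPC4beta and mu-opioid receptor / Signal: Fluo4 fluorescence, kinetic / Control set: buffer (low) and maximal DAMGO (high) / Measure: integrated baseline-normalised fluorescence ratio, converted to per-well B score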
# MrgX1 PAM – allosterically activates human MrgX1 receptor signaling; Q96LB2; MrgX1-HEK293, Fluo-4 calcium flux, FDSS; hits give high values; B-score at 10 µM; hit rate 0.63% among 310,000; AID 588675;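 active = plate-corrected calcium response at least 3 library SD above typical, normal starting fluorescence, not activating the receptor alone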;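 note: compound read alongside a low EC10 to EC30 dose of BAM8-22 agonist; peak minus trough fluorescence over baseline measured at the second addition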
# MrgX1 agonist – agonists of human MrgX1 receptor | B-score at 10 µM | MrgX1-HEK293 cells, Fluo-4 calcium fluorescence, agonist mode; hits give high values | hit rate 0.44% among 310,000;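 active = calcium response B-score plate-corrected fluorescence ratio at least 3 library SD, with starting fluorescence B-score inside 5 SD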
#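 Material: MrgX1-expressing HEK293 cells / Dosing: compound as first of three additions / Incubation: overnight seeding, then 1 h dark dye loading / Signal: Fluo-4 NW calcium fluorescence / Evaluation: B-scored fluorescence response ratio / Benchmarks: positive and negative control wells on each plate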
# RGS4 block – human RGS4 inhibition. P49798. HEK293 M3R/RGS4 inducible, Fluo-4 calcium flux; hits give high values; triggered by carbachol at its EC20. B-score at 10 µM. hit rate 0.45% among 310,000;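 active = B-score, a plate-corrected calcium signal, over three deviations above library mean, with baseline fluorescence within five deviations of library mean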;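 note: RGS4 expression induced by doxycycline in cells with stable M3 receptor; B-score is computed from the integrated fluorescence ratio over baseline after carbachol; higher B-score means a larger calcium signal and so more RGS4 inhibition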
# TRPC6 inhibitor – blocks the mouse TRPC6 cation channel; hit rate 1.1% among 310,000; B-score at 10 µM; HEK293-TRPC6, membrane potential dye, ACh-evoked depolarization; hits give low values; Q61143; AID 2553;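 active = B-score under library mean minus 3 SD, initial fluorescence not abnormally high, positive integrated signal ratio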;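 note: B-score derived from integrated fluorescence ratio over the kinetic read; more negative B-score means stronger inhibition of depolarization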
# MrgX1 antagonist – antagonists of human MrgX1 receptor. MRGX1-HEK293 calcium flux, Fluo-4, BAM8-22 antagonism; hits give low values. B-score at 10 µM. hit rate 1.3% among 310,000. AID 588676;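 active = calcium-response B-score plate-corrected more than 3 library SD below zero, starting fluorescence within 5 deviations, no agonist response on first addition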;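 note: peak minus trough fluorescence over baseline after final BAM8-22 challenge near maximal dose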
# TMEM16A inh – mouse TMEM16A channel inhibition, primary screen; Q8BHY3; HEK293 TMEM16A/YFP iodide influx fluorescence, ionomycin; normalized B-score (activity score, 25-100; higher = stronger inhibition) at 10 µM; hit rate 1.2% among 310,000; AID 588511;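 active = ratio plate-corrected score three or more library SD toward inhibition, starting fluorescence score within five deviations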;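 note: score derived from kinetic fluorescence span divided by baseline fluorescence per well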
# TMEM16A act – activates or potentiates the mouse TMEM16A chloride channel; HEK293 TMEM16A/YFP-H148Q/I152L, iodide quench fluorescence; hits give low values; hit rate 0.3% among 340,000; B-score at 10 µM; Q8BHY3;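 active = fluorescence-ratio B-score plate-corrected deviation score at least 3 library SD below zero, with starting fluorescence score within 5 deviations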;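 note: channel opened by trigger with iodide after compound preincubation; score built on the fluorescence ratio of max minus min over baseline; more negative score means more quench and so TMEM16A activation or potentiation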
# TRPC4 PAM – allosterically enhances the mouse TRPC4 cation channel. Q9QUQ5. HEK293 TRPC4beta/mu-opioid, DAMGO EC20, Fluo-4 Ca2+ flux; hits give high values. B-score at 10 µM. hit rate 0.42% among 310,000;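 active = B-score of calcium response area above 5 SD of library B-scores, with initial fluorescence ratio within 5 SD of library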;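 note: B-score of integrated fluorescence ratio over time as area under calcium response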
# TRPC4 inh – blocks the mouse TRPC4 cation channel; Q9QUQ5; HEK293 TRPC4beta/mu-opioid, DAMGO-evoked Fluo4 calcium flux; hits give low values; B-score at 10 µM; hit rate 0.39% among 300,000; AID 2247;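 active = B-score over 3 SD under the library average, no early fluorescence shift, positive overall ratio signal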
#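 Material: HEK293 cells with stable TRPC4beta plus mu-opioid receptor expression; probe or stimulus: DAMGO in two steps, submaximal then maximal; technique: Fluo4 calcium fluorescence by kinetic imaging, 5 s 1 Hz baseline; measure: integrated fluorescence ratio relative to baseline, converted to per-well B score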
# * hit, by the source's call; i = inactive; / = not tested or not shown. Outcome played no part in choosing rows, and some 5.8% of all compounds hit somewhere here.
SMILES,TRPC6 act,TRPC4 agonist,MrgX1 PAM,MrgX1 agonist,RGS4 block,TRPC6 inhibitor,MrgX1 antagonist,TMEM16A inh,TMEM16A act,TRPC4 PAM,TRPC4 inh
COc1cc(C(=O)ON=C2C=C(C)C(=O)C(C)=C2)cc(OC)c1OC,i,i,i,i,i,i,i,i,i,i,i
O=C(c1ccc2c(c1)OCCO2)C1CCN(S(=O)(=O)c2ccccc2F)CC1,i,i,i,i,i,i,i,i,i,i,i
COc1cc2nc(C3CCC3)n(NC(=O)C3CCC3)c(=O)c2cc1OC,i,i,i,i,i,i,i,i,i,i,i
CCN(CC)CC(=O)Nc1c(C)cc(C(C)(C)C)cc1C,i,i,i,i,i,i,i,i,i,i,i
Cc1cc(C)cc(OCc2ccc(C(=O)O)o2)c1,i,i,i,i,i,i,i,i,i,i,i
Cc1ccccc1OCCn1c(C)nc2ccccc21,i,i,i,i,i,i,i,i,i,i,i
COc1ccc(N2CCN(C3CC(=O)N(Cc4ccccc4)C3=O)CC2)cc1 (configuration not stated),i,i,i,i,i,i,i,i,i,i,i
CC(=O)c1ccc(N2CCN(S(=O)(=O)c3ccc4c(c3)NC(=O)CC(=O)N4)CC2)cc1,i,i,i,i,i,i,i,i,i,i,i
N#Cc1nc(Cc2cccc3ccccc23)oc1NCCN1CCCCC1,i,i,i,i,i,-5.2*,i,i,i,i,i
COC(=O)CS(=O)(=O)c1nnc([C@H](Cc2ccccc2)NC(=O)OC(C)(C)C)o1,i,i,i,30*,i,i,i,i,i,i,-5*
Cc1ccc(-c2cc(C(=O)NCCCn3ccnc3)c3cc(Br)ccc3n2)o1,/,/,i,i,/,/,i,i,i,/,/
CC(=O)Nc1ccc(NC(=O)CSc2nnnn2-c2ccc(F)cc2)cc1,i,i,i,i,i,i,i,i,i,i,i
COc1ccc(NC(=O)CSc2ccc3nnc(-c4cccnc4)n3n2)cc1OC,i,i,i,i,i,i,i,i,i,i,i
CCOC(=O)c1c(C)[nH]c(C(=O)OCC(=O)c2ccc(OC)cc2OC)c1C,i,i,i,i,i,i,i,i,i,i,i
Cc1cc(-c2nnc3sc(C4CCCCC4)nn23)n[nH]1,i,i,i,i,i,i,i,i,i,i,i
COc1ccc(/C(C)=N/N2C(=O)c3ccccc3NC2c2ccc(O)c(OC)c2)cc1 (configuration not stated),i,i,i,i,i,i,i,i,i,i,i
CC(C)Cc1nnc(NC(=O)CCC(=O)N2CCN(c3ccccc3F)CC2)s1,i,i,i,i,i,i,i,i,i,i,i
C/C(=N\NC(=S)NC(C)C)c1cccc([N+](=O)[O-])c1,i,i,i,i,i,i,i,i,i,i,i
CC(C(=O)N1CCc2ccccc21)n1cccc1 (configuration not stated),i,i,i,i,i,i,i,i,i,i,i
CCCCN(C)Cc1c(C)[nH]c2ccc(OCC)cc2c1=O,i,i,i,i,i,i,i,i,i,i,i
COCCC(=O)Nc1ccc2c(c1)CN(C(=O)CCOC)CC2,i,i,i,i,i,i,i,i,i,i,i
COc1cccc(-c2nc(CS(=O)(=O)CC(=O)NCC(C)c3ccccc3)c(C)o2)c1 (configuration not stated),i,i,i,i,i,i,i,i,i,i,i
CC(=O)c1cn(CCOc2cc(C)ccc2C)c2ccccc12,i,i,i,i,i,i,i,i,i,i,i
Clc1ccc(CN2CCSCC2)cc1Cl,i,i,i,i,i,i,i,i,i,i,i
Cc1cccc(SC2CCN(Cc3nc(CC4CC4)no3)CC2)c1,i,i,i,i,i,i,i,i,i,i,i
CCOC(=O)C1CCN(C(=O)Cc2c(F)cccc2Cl)CC1,i,i,i,i,i,i,i,i,i,i,i
CC(NC(=O)COc1cccnc1[N+](=O)[O-])c1ccc(F)cc1 (configuration not stated),i,i,i,i,i,i,i,i,i,i,i
COc1cccc(CN(C)CC(=O)Nc2cc3oc4ccccc4c3cc2OC)c1,i,i,i,i,i,i,i,i,i,i,i
Cc1nc(S/C(=C/c2ccc(OCc3ccc(C(=O)O)cc3)cc2)C(=O)O)n[nH]1,i,i,i,i,i,i,i,i,i,i,i
C[C@@H]1CCC[C@H](C)N1Cc1nc(Cc2ccccc2Cl)no1,i,i,i,i,i,i,i,i,i,i,i

# Reprinted from the part before: 2 entries; new compounds follow.
SMILES,TRPC6 act,TRPC4 agonist,MrgX1 PAM,MrgX1 agonist,RGS4 block,TRPC6 inhibitor,MrgX1 antagonist,TMEM16A inh,TMEM16A act,TRPC4 PAM,TRPC4 inh
Cc1nc(S/C(=C/c2ccc(OCc3ccc(C(=O)O)cc3)cc2)C(=O)O)n[nH]1,i,i,i,i,i,i,i,i,i,i,i
C[C@@H]1CCC[C@H](C)N1Cc1nc(Cc2ccccc2Cl)no1,i,i,i,i,i,i,i,i,i,i,i
Cc1ccc(C(=O)Nc2ccon2)cc1S(=O)(=O)N1CCOCC1,i,i,i,i,i,i,i,i,i,i,i
COc1ccc(S(=O)(=O)N(C)C)cc1NCC(=O)Nc1cccc2ccccc12,i,i,i,i,i,i,i,i,i,i,i
CN(Cc1ccccc1)c1oc(COc2ccccc2F)nc1C#N,i,i,i,i,i,i,i,i,i,i,i
O=C(CN(CC1CCCO1)C(=O)CCC(=O)Nc1ccccn1)NCc1ccccc1 (configuration not stated),i,i,i,i,i,i,i,i,i,i,i
CSc1nccc(NC(=O)c2cccc(Br)c2)n1,i,i,i,i,i,i,i,i,i,i,i
COc1cc2nc(CN(CCC(C)C)Cc3nc4cc(OC)c(OC)cc4c(=O)[nH]3)[nH]c(=O)c2cc1OC,/,/,i,i,/,/,i,i,i,/,/
COc1ccc2sc(N(CCCN(C)C)C(=O)c3ccc(S(=O)(=O)N4CCCc5ccccc54)cc3)nc2c1,i,i,i,i,i,i,i,i,i,18*,i
COc1ccc(N2CCN(C(c3cc4cc(C)ccc4[nH]c3=O)c3nnnn3Cc3ccccc3)CC2)cc1 (configuration not stated),i,i,i,i,i,i,i,i,i,i,i
CCCOc1ccc(C(=O)NNC(=O)c2cccc(S(=O)(=O)N3CCN(C(C)=O)CC3)c2)cc1OC,i,i,i,i,i,i,i,i,i,i,i
CCn1cnc2c1c(=O)n(Cc1ccc(C(=O)OC)cc1)c(=O)n2Cc1ccccc1,i,i,i,i,i,i,i,i,i,i,i
Nc1ccc(S(=O)(=O)c2ccc(N)cc2)cc1,i,i,i,i,i,i,i,i,i,i,i
CCOC(=O)N1CCN(Cc2nc3cc(NC(=O)C(C)C)ccc3n2CC)CC1,i,i,i,i,i,i,i,i,i,i,i
Cc1nnc(NC(=O)C2CC(=O)N(Cc3ccccc3)C2)s1 (configuration not stated),i,i,i,i,i,i,i,i,i,i,i
COc1ccc(N(CC(=O)NN=C2CCCCCCC2)S(=O)(=O)c2ccccc2)cc1,i,i,i,i,i,i,i,i,i,i,i
O=C(Nc1ccc(N2CCN(C(=O)c3ccco3)CC2)cc1)c1ccc([N+](=O)[O-])cc1Cl,i,i,i,i,i,i,i,i,i,i,i
COc1ccc(C(N)c2nccc3cc(OC)c(OC)cc23)cc1OC (configuration not stated),i,i,i,i,i,i,i,i,i,i,i
O=C(Nc1ccc(COc2ccccc2)cc1)Oc1ccccc1N1CCOCC1,i,i,i,i,i,i,i,i,i,i,i
CCOc1cc(C(=S)N2CCOCC2)ccc1OS(=O)(=O)c1ccc(Br)cc1,i,i,i,i,i,i,i,i,i,i,i
CCCc1cc(=O)n2[nH]c(-c3ccccc3)cc2n1,i,i,i,i,i,i,i,i,i,i,i
COc1cccc(OC)c1C(=O)N1CCOCC1,i,i,i,i,i,i,i,i,i,i,i
NS(=O)(=O)c1ccc(NC(=O)COC(=O)c2cc3ccccc3cc2O)cc1,i,i,i,i,i,i,i,i,i,i,i
O=C(O)c1ccc(S(=O)(=O)N(Cc2ccc(F)cc2)C2CCCCC2)cc1,i,i,i,i,i,i,i,i,i,i,i
CC(C)C(c1nnnn1C1CCCC1)N1CCCc2ccccc21 (configuration not stated),i,i,i,i,i,i,-6.1*,i,i,i,i
COc1cc(OC)c(OC)cc1/C=N/NC(=S)NCC1CCCO1 (configuration not stated),i,i,i,i,i,i,i,i,i,i,i
COc1ccccc1C(=O)Oc1cc(C)[nH]c(=O)c1[N+](=O)[O-],i,i,i,i,i,i,i,i,i,i,i
Cc1ccc(Oc2c(C=O)c3ccccc3n2C)cc1,/,/,i,i,/,/,i,i,i,/,/
CCn1nc(NC(=O)c2cccnc2)c2cc3ccccc3nc21,i,i,i,i,i,i,i,i,i,i,i
CCOC(=O)C1(CC2CCCCO2)CCN(Cc2nc(-c3cccs3)oc2C)CC1 (configuration not stated),i,73*,i,i,i,i,i,i,i,i,i
CCOCCCNC(=O)C1CCC(CNS(=O)(=O)c2ccc(OC)cc2)CC1 (configuration not stated),i,i,i,i,i,i,i,i,i,i,i
COc1ccccc1N(Cc1ccccc1)S(=O)(=O)c1cccc(C(=O)Nc2ccccn2)c1,i,i,i,i,i,i,i,i,i,i,i
CC(C)Sc1nc2c(c(=O)[nH]c(=O)n2C)n1CCc1ccccc1,i,i,i,i,i,i,i,i,i,i,i
COc1ccccc1-c1ocnc1C(=O)Nc1ccc(N2CCOCC2)cc1N1CCOCC1,i,i,/,/,i,i,/,/,i,i,i
Cc1ccc(C(=O)N2CCN(C)CC2)cc1S(=O)(=O)N1CCCCCC1,i,i,i,i,i,i,i,i,i,i,i
O=C(NCc1ccccc1)/C(=C\c1ccc(O)cc1)NC(=O)c1ccco1,i,i,i,i,i,i,i,i,i,i,i
Cc1cccc(OCC(O)Cn2c(N3CCCCC3)nc3c2c(=O)n(C)c(=O)n3C)c1 (configuration not stated),i,i,7.2*,i,i,-6.1*,i,i,i,i,i
O=[N+]([O-])c1ccccc1S(=O)(=O)N1CCN(c2ccc(F)cc2)CC1,i,i,i,i,i,i,i,i,i,i,i
O=C(O)c1cccnc1Sc1ccc(Cl)cc1,i,i,i,i,i,i,i,i,i,i,i
CCOc1ccc(-c2nnc(-c3ccc(OC)cc3)o2)cc1,i,i,i,i,i,i,i,i,i,i,i
